# Assay outcomes (PubChem)
# YAP1 CTGF inhibition = YAP1 pathway inhibitors via CTGF transcript, primary screen, DLD1 colon cancer cells, RT-qPCR, single point (AID 743449); DLD1 CTGF mRNA qPCR, 24 h; active compounds read high; actives 0.9% (n = 9,900); inhibition, % at 12.5 µM;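 active means mean normalized replicate activity at least 50 and at least half of replicates each reaching 50; inconclusive means only one of the two criteria met; inactive means neither criterion met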;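 further: 0% = neutral control wells and 100% = dasatinib control wells; higher means stronger suppression of CTGF expression like dasatinib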
# Pax4 mRNA alpha TC1 = Pax4 mRNA upregulation in alpha cells – RT-PCR, mouse alpha TC1 cells, single point, primary screen (AID 1053180) | mouse alpha TC1 cells, Pax4 mRNA qPCR, 6 days; active compounds read high; 100% = Pax4 plasmid added at qPCR | activation, % at 10 µM | actives 0.2% (n = 9,600);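 active means highest normalized replicate activity of 15 or more, or at least half the replicates reach 15 or more; inactive means neither condition met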;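 further: pax4 Ct normalized to GAPDH with activation seen as lower delta delta Ct; plate controls were plate neutral control wells for no effect and Pax4 plasmid positive control for full effect; each compound tested in two replicate wells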
# Starred values were filed as active, the others as inactive; u = inconclusive; x = not tested or not shown; & = joins results of further samples. Only part of the results is shown. The share of hits here may be higher or lower than overall.
SMILES,YAP1 CTGF inhibition,Pax4 mRNA alpha TC1
CC(C)(O)C#Cc1ccc([C@@H]2[C@H](CO)N3CCCCN(S(C)(=O)=O)C[C@@H]23)cc1,23,0.0
C[C@@H]1CN([C@@H](C)CO)C(=O)c2ccccc2-c2ccccc2CO[C@H]1CN(C)C(=O)Nc1ccc(-c2ccccc2)cc1,74*,0.4
CC(C)NC(=O)N1CC2(C1)[C@H](c1ccccc1)[C@H](CO)N2Cc1cncnc1,-4,x
O=C(C[C@H]1CC[C@@H](NC(=O)C2CCOCC2)[C@@H](CO)O1)NCC1CCCCC1,4,0.0
C[C@H](CO)N1C[C@H](C)[C@H](CN(C)CC2CC2)Oc2ccc(NC(=O)CCC(F)(F)F)cc2CC1=O,-8,0.0
C[C@@H](NC(=O)C[C@H]1C=C[C@@H](NC(=O)c2cccnc2)[C@@H](CO)O1)c1ccccc1,-9,0.0
COCC(=O)N1C[C@H]2[C@@H](c3ccccc31)[C@@H](CO)N2Cc1cc(F)ccc1F,-23,0.0
COc1cccc(-c2ccc3c(c2)[C@H]2[C@H](CCN2S(=O)(=O)c2cn(C)cn2)[C@H](CO)N3)c1,-47,0.0
CN1C[C@@H](O)COC[C@@H]2O[C@@H](CC(=O)NC3CCCC3)CC[C@H]21,-1,0.0
O=C(C1CC1)N1C[C@@H]2[C@H](c3ccccc31)[C@@H](CO)N2C(=O)c1ccccc1,1,0.0
CCCN1[C@H](CO)[C@H](c2ccc(C#CC(C)C)cc2)[C@@H]1CN(C)S(C)(=O)=O,0,0.0
C[C@@H]1CN([C@H](C)CO)C(=O)c2c(c3ccccc3n2C)-c2ccccc2CO[C@@H]1CN(C)C,10,0.0
O=C1CN(S(=O)(=O)c2cccc(F)c2)C[C@@H]2[C@H](c3ccc(C4=CCCC4)cc3)[C@H](CO)N12,12,0.0
O=C(O)C[C@@H]1C[C@H]2c3cc(NC(=O)Nc4ccc(C(F)(F)F)cc4)ccc3O[C@H]2[C@H](CO)O1,-3,0.0
C[C@@H]1CCCCO[C@H](CN(C)S(=O)(=O)c2cn(C)cn2)[C@@H](C)CN([C@@H](C)CO)C(=O)c2cc(NC(=O)Nc3cccc4ccccc34)ccc2O1,-5,0.0
COc1ccc2c3c([nH]c2c1)[C@H](CO)N(C(=O)c1ccncc1)CC31CN(C)C1,-1,0.0
CO[C@@H]1CN(C)C(=O)c2ccc(NC(=O)c3cccc(F)c3)cc2OC[C@H](C)NC[C@@H]1C,-8,0.0
C[C@H]1CC(=O)N[C@H](c2ccccc2)C/C=C\C[C@@H](c2ccccc2)NC1=O,19,0.0
COCC(=O)Nc1ccc2c(c1)C(=O)N(C)[C@@H]1CC[C@H](CC(=O)N3CCc4ccccc4C3)O[C@H]1CO2,-24,0.0
COc1ccc2c3c([nH]c2c1)[C@H](CO)NCC31CN(Cc2cc(F)ccc2F)C1,-3,0.0
OC[C@H]1[C@@H](c2ccccc2)C2(CN(Cc3ccccc3F)C2)N1Cc1ccccc1F,9,x
CCCNC(=O)Nc1ccc2c(c1)OC[C@@H](C)N(C(=O)C1CCOCC1)C[C@@H](C)[C@@H](OC)CN(C)C2=O,-22,0.0
CC(C)C(=O)Nc1ccc2c(c1)C(=O)N(C)[C@H]1CC[C@@H](CC(=O)NCCc3ccccc3)O[C@@H]1CO2,-2,0.0
Cc1cccc(S(=O)(=O)N2C[C@H]3[C@@H](c4ccccc42)[C@H](CO)N3CC2CCCC2)c1,-17,0.0
COCC(=O)Nc1ccc2c(c1)[C@H]1C[C@@H](CC(=O)N[C@H](C)c3ccccc3)O[C@H](CO)[C@H]1O2,25,0.0
C[C@H]1CN([C@@H](C)CO)C(=O)c2cc(/C=C/c3ccccc3)cnc2O[C@H]1CN(C)S(=O)(=O)c1ccccc1F,14,0.0
CO[C@@H](C(=O)N(C)C[C@H]1OCc2ccccc2-c2ccccc2C(=O)N([C@@H](C)CO)C[C@H]1C)c1ccccc1,-12,0.0
O=C(Nc1ccccc1)N1CC(=O)N2[C@H](CO)[C@H](c3ccc(C#CC4CCCCC4)cc3)[C@@H]2C1,16,0.0
OC[C@H]1[C@@H](c2ccc(-c3cccc(F)c3)cc2)[C@@H]2CN(Cc3cncnc3)CCCCN12,-25,0.0
COc1ccc(CN(C)C[C@H]2OCCCC[C@@H](C)Oc3ccc(NC(=O)C4CCCCC4)cc3C(=O)N([C@@H](C)CO)C[C@@H]2C)cc1,-9,0.0
O=C(NC[C@@H]1N[C@@H](CO)[C@@H]1c1ccccc1)c1ccccc1F,-57,0.0
COCC(=O)NC[C@@H]1[C@@H](c2ccccc2)[C@H](CO)N1C(=O)c1ccccc1,19,0.0
C[C@H]1CN([C@@H](C)CO)C(=O)c2cc(NS(C)(=O)=O)ccc2O[C@H]1CN(C)C,-12,0.0
C[C@H](CO)N1C[C@H](C)[C@@H](CN(C)Cc2cccnc2)OCc2ccccc2-c2ccccc2C1=O,3,0.0
COCC(=O)N1CC2(CN(S(C)(=O)=O)C2)c2c(n(C)c3cc(OC)ccc23)[C@@H]1CO,-19,0.0
OC[C@@H]1[C@H](c2ccc(C#CC3(O)CCCC3)cc2)[C@H]2CN(Cc3cncnc3)CCCCN12,-54,0.0
C[C@@H]1CN([C@H](C)CO)C(=O)c2cc(NC(=O)Nc3ccc(C(F)(F)F)cc3)ccc2O[C@@H](C)CCCCO[C@@H]1CN(C)CC1CCCCC1,8,1.1
CO[C@@H]1CN(C)C(=O)c2cc(NS(=O)(=O)c3cccc(Cl)c3)ccc2OC[C@@H](C)NC[C@H]1C,-1,0.0
O=C(Nc1ccccc1Cl)N1C[C@H]2[C@@H](c3ccccc31)[C@@H](CO)N2C(=O)c1cccnc1,-31,0.0
CN(C)CC(=O)N1[C@H](CO)[C@H](c2ccccc2-c2ccccc2F)[C@@H]1C#N,20,0.0

# Whole records from above:
# O=C(NC[C@@H]1N[C@@H](CO)[C@@H]1c1ccccc1)c1ccccc1F is entered as YAP1 CTGF inhibition = -57; Pax4 mRNA alpha TC1 = 0.0
# OC[C@H]1[C@@H](c2ccc(-c3cccc(F)c3)cc2)[C@@H]2CN(Cc3cncnc3)CCCCN12 is entered as YAP1 CTGF inhibition = -25; Pax4 mRNA alpha TC1 = 0.0

# (continued)
SMILES,YAP1 CTGF inhibition,Pax4 mRNA alpha TC1
C/C=C/c1ccc([C@H]2[C@@H](CO)N3CCCCN(C(=O)c4ccc(F)cc4)C[C@@H]23)cc1,4,0.0
O=C1CN(S(=O)(=O)c2cccc(F)c2)C[C@H]2[C@H](c3ccc(C4=CCCC4)cc3)[C@@H](CO)N12,12,0.0
N#C[C@@H]1[C@@H](c2ccccc2C2=CCCC2)[C@H](CO)N1C(=O)Cc1ccncc1,u,0.0
C[C@@H]1CN([C@H](C)CO)C(=O)c2ccccc2-c2ccccc2CO[C@@H]1CN(C)Cc1cccc2c1OCCCO2,59*,0.0
CN(C)C(=O)c1cccc(-c2ccc([C@@H]3[C@H](CO)N4C(=O)CN(C(=O)C5CCC5)C[C@@H]34)cc2)c1,1,0.0
CO[C@H](CN(C)C(=O)Nc1ccc(Cl)cc1)[C@@H](C)CN(Cc1ccccc1Cl)[C@@H](C)CO,23,0.1
O=C1NCCOCc2cn(nn2)CCC[C@@H]1Cc1ccccc1,3,0.0
O=C(c1ccccc1F)N1C[C@@H]2[C@H](c3ccccc31)[C@@H](CO)N2C(=O)Nc1ccccc1,19,0.0
C/C=C/c1cnc2c(c1)C(=O)N([C@@H](C)CO)C[C@H](C)[C@H](CN(C)CC1CCOCC1)O2,10,0.0
CO[C@@H]1CN(C)C(=O)c2ccc(NC(=O)C3CCC3)cc2OC[C@@H](C)N(Cc2ccccn2)C[C@H]1C,3,0.0
C[C@@H]1CN([C@@H](C)CO)C(=O)c2cc(NS(=O)(=O)c3cccs3)ccc2O[C@@H]1CN(C)S(=O)(=O)c1ccc(Cl)cc1,-45,0.0
COc1ccc2c3c(n(C)c2c1)[C@H](CO)N(C(=O)C1CCC1)CC31CCN(CC2CCCC2)CC1,-16,0.0
O=C(Nc1ccc(F)cc1)N1CC(=O)N2[C@H](CO)[C@@H](c3ccc(-c4cccc(F)c4)cc3)[C@@H]2C1,4,0.0
CO[C@H]1CN(C)C(=O)c2ccc(NC(=O)Nc3ccccc3F)cc2OC[C@H](C)N(CC2CC2)C[C@H]1C,12,0.0
Cc1noc(C)c1NC(=O)N(C)C[C@@H]1Oc2ccc(NC(=O)CCCN(C)C)cc2C(=O)N([C@H](C)CO)C[C@H]1C,-22,0.0
C[C@@H]1CCCCO[C@H](CN(C)C(=O)Cc2ccccc2)[C@H](C)CN([C@@H](C)CO)C(=O)c2cc(NS(C)(=O)=O)ccc2O1,-14,0.0
COc1cccc(C#Cc2ccc([C@H]3[C@@H](CO)N(C(=O)c4ccccn4)[C@H]3C#N)cc2)c1,-38,0.1
C[C@@H]1CN([C@H](C)CO)C(=O)Cc2cc(N(C)C)ccc2O[C@@H]1CN(C)Cc1ccc(-c2ccccc2)cc1,14,0.0
C[C@H](CO)N1C[C@H](C)[C@H](CN(C)S(=O)(=O)c2cn(C)cn2)OCCCC[C@H](C)Oc2ccc(NC(=O)Nc3cccc4ccccc34)cc2C1=O,3,0.0
COCCNC(=O)C[C@H]1CC[C@H]2[C@@H](COC[C@H](O)CN2C(=O)c2cc(Cl)cc(Cl)c2)O1,-3,0.0

# 6 entries from above, tab-delimited:
Structure	YAP1 CTGF inhibition	Pax4 mRNA alpha TC1
CC(C)C(=O)Nc1ccc2c(c1)C(=O)N(C)[C@H]1CC[C@@H](CC(=O)NCCc3ccccc3)O[C@@H]1CO2	-2	0.0
Cc1cccc(S(=O)(=O)N2C[C@H]3[C@@H](c4ccccc42)[C@H](CO)N3CC2CCCC2)c1	-17	0.0
COCC(=O)Nc1ccc2c(c1)[C@H]1C[C@@H](CC(=O)N[C@H](C)c3ccccc3)O[C@H](CO)[C@H]1O2	25	0.0
C[C@H]1CN([C@@H](C)CO)C(=O)c2cc(/C=C/c3ccccc3)cnc2O[C@H]1CN(C)S(=O)(=O)c1ccccc1F	14	0.0
CO[C@@H](C(=O)N(C)C[C@H]1OCc2ccccc2-c2ccccc2C(=O)N([C@@H](C)CO)C[C@H]1C)c1ccccc1	-12	0.0
O=C(Nc1ccccc1)N1CC(=O)N2[C@H](CO)[C@H](c3ccc(C#CC4CCCCC4)cc3)[C@@H]2C1	16	0.0

# The listing picks up, repeating the two entries before the break.
SMILES,YAP1 CTGF inhibition,Pax4 mRNA alpha TC1
C[C@H](CO)N1C[C@H](C)[C@H](CN(C)S(=O)(=O)c2cn(C)cn2)OCCCC[C@H](C)Oc2ccc(NC(=O)Nc3cccc4ccccc34)cc2C1=O,3,0.0
COCCNC(=O)C[C@H]1CC[C@H]2[C@@H](COC[C@H](O)CN2C(=O)c2cc(Cl)cc(Cl)c2)O1,-3,0.0
CO[C@H]1CC[C@H]2CCOc3c(C#N)cccc3C(=O)N(C)C[C@@H](c3ccccc3)CC(=O)N(C)C[C@@H]1O2,-23,0.0
N#Cc1cccc(-c2ccc(C3[C@@H]4CN(Cc5ccccc5)C[C@H]3N4)cc2)c1 (stereo not given in full),-3&-131,0.1&2.7
COc1cccc(CN2CC3(C2)CN(S(C)(=O)=O)[C@H](CO)c2[nH]c4cc(OC)ccc4c23)c1,-19,0.0
CCc1cnc(N2[C@H](CO)[C@@H](c3ccc(C#Cc4ccccc4F)cc3)[C@@H]2C#N)s1,-79,0.5
C[C@@H]1CCCCO[C@@H](CN(C)S(=O)(=O)c2ccc(F)cc2)[C@@H](C)CN([C@H](C)CO)C(=O)c2cc(NC(=O)CCCCCC(=O)Nc3ccccc3N)ccc2O1,-22,0.0
CO[C@@H]1CN(C)C(=O)c2cc(NC(=O)Nc3c(C)noc3C)ccc2OC[C@H](C)NC[C@H]1C,-33,0.0
